Compound activity: PubChem BioAssay, several laboratories
KOR beta-arrestin-1 = KOR agonists, beta-arrestin recruitment, primary screen, cell-based, luminescence, uHTS (AID 1777) | KOR beta-arrestin recruitment, luminescence; higher % means a stronger effect | activation, % at 10 µM; hits with a dose series show EC50 in µM | hit rate 0.02% among 280,000; in the data active = activation above about 50%, passing the limit was not always enough; note: a part of the inactive calls stands beside numbers as strong as those of hits
GPR55 beta-arrestin = GPR55 agonists via beta-arrestin recruitment, primary screen, imaging, U2OS cells, beta-arrestin-GFP redistribution (AID 1961); hit rate 0.048% among 290,000; U2OS GPR55 beta-arrestin-GFP redistribution imaging; higher % means a stronger effect; activation, % at 10 µM; hits with a dose series show EC50 in µM;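 active = activation above 40% with more than 50 cells counted in the well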;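 note: U2OS osteosarcoma cells stably expressing GPR55 and beta-arrestin-GFP; plate controls were DMSO negative control for no effect and LPI positive control for full effect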
NOD1 NF-kB reporter = inhibition of NOD1-driven NF-kB reporter – cell-based, luminescence, uHTS, primary screen (AID 1578); NOD1-driven NF-kB luciferase reporter cells, luminescence; higher % means a stronger effect; inhibition, % at 4 µM; hits with a dose series show EC50 in µM; hit rate 1% among 290,000; in the data active = inhibition mostly above about 36%, no sharp cut-off; inactive = mostly below about 34%;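 note: HEK-293T reporter cells stimulated with the NOD1 agonist gamma-tri-DAP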
GPR55 LPI antagonism = inhibition of LPI-stimulated GPR55 beta-arrestin translocation – imaging, U2OS, beta-arrestin-GFP, LPI agonist, primary screen (AID 2013). U2OS GPR55 beta-arrestin-GFP translocation imaging, LPI antagonism; higher % means a stronger effect. hit rate 0.13% among 290,000. one-dose inhibition, % at 10 µM; IC50 in µM for titrated hits;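 active = spots per cell inhibited over 60%, with over 100 cells counted and total cytoplasm intensity under 500,000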;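 note: U2OS cells stably carrying GPR55 and arrestin-GFP stimulated by 5 µM LPI near EC80; imaged beta-arrestin-GFP aggregate spots per cell after agonist stimulation; plate controls were LPI-stimulated DMSO wells for no effect and DMSO wells without LPI for full effect; some results filed as inactive read as strong as hits; confirmed hits need IC50 under 10 µM and bright autofluorescent wells are also inconclusive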
HIV fusion peptide = inhibitors of HIV fusion peptide binding, primary screen, biochemical, uHTS, fluorescence dequenching (AID 1986); cell-free peptide binding, fluorescence dequenching, 30 min; higher % means a stronger effect; one-dose inhibition, % at 20 µM; IC50 in µM for titrated hits; hit rate 0.3% among 290,000; in the data active = inhibition mostly above about 52%, no sharp cut-off; inactive = mostly below about 76%; note: some results filed as inactive read as strong as hits
Myeloid diff MLP = promotes myeloid progenitor differentiation | calls only at 10 µM | hit rate 1% among 360,000 | ER-HoxA9 myeloid progenitors, lysozyme-GFP differentiation, flow cytometry;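 active = normalized GFP-positive differentiation at or above the plate's own cutoff, the solvent-only control mean plus 3 SD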;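 note: cells exposed to compound for four days before flow analysis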
GPR35 arrestin U2OS = GPR35 antagonists blocking zaprinast-driven arrestin recruitment, primary screen, imaging, U2OS, beta-arrestin-GFP, zaprinast agonist (AID 2058) | U2OS GPR35 beta-arrestin-GFP translocation imaging, zaprinast antagonism; higher % means a stronger effect | inhibition, % at 10 µM; hits with a dose series show IC50 in µM | hit rate 0.052% among 290,000;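 active = inhibition of at least 50% with at least 30 cells and total cytoplasm GFP at most 10,000,000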
HEK293 NOD2/NF-kB = NOD2 signaling inhibitors, cell-based, luminescence, uHTS, HEK293 (AID 1566) | HEK293 NOD2/NF-kB luciferase reporter, luminescence; higher % means a stronger effect | inhibition, % at 4 µM; hits with a dose series show EC50 in µM | hit rate 0.63% among 290,000; note: many of its hits are not listed in these tables
KOR beta-arrestin-2 = kappa opioid receptor blockers – cell-based, luminescence, uHTS (AID 1778); hit rate 0.091% among 290,000; inhibition, % at 10 µM, or IC50 in µM where a hit was titrated; KOR beta-arrestin recruitment, luminescence, antagonist mode; higher % means a stronger effect; note: strong numbers were not always called active
Myeloid diff MLP GFP+ MAC1+ % = further read-out of Myeloid diff MLP, marked with its call; GFP+ MAC1+ double positive, %; measured here: differentiation confirmed by MAC1 staining
An asterisk follows results filed as active; [ ] = another dose, or the depositor's remark. Cut-off read from the data, not from the text of the source, unless noted: active = inhibition above about 50%; inactive = the rest. The list is partial; the hit share may differ from the screen's.

`Cc1ccc(Nc2nc(-c3ccc(S(=O)(=O)N4CCCC4)cc3)cs2)cc1C` gave KOR beta-arrestin-1 7.1%, GPR55 beta-arrestin 0.2%, GPR55 LPI antagonism 15%, HIV fusion peptide 3.8%, Myeloid diff MLP inactive, GPR35 arrestin U2OS -2%, HEK293 NOD2/NF-kB 28%, KOR beta-arrestin-2 -2% and Myeloid diff MLP GFP+ MAC1+ % 0.4.
`O=C(CC1C(=O)NCCN1C(=O)Nc1ccc(F)cc1)Nc1cc(Cl)ccc1Cl` (stereo unspecified) gave KOR beta-arrestin-1 0.6%, GPR55 beta-arrestin -0.2%, NOD1 NF-kB reporter -6%, GPR55 LPI antagonism 9%, HIV fusion peptide -1.2%, Myeloid diff MLP inactive, GPR35 arrestin U2OS -10%, HEK293 NOD2/NF-kB -2%, KOR beta-arrestin-2 22% and Myeloid diff MLP GFP+ MAC1+ % 0.2.
Screening CC1(C)NC(=O)N(CCCOc2ccccc2Br)C1=O returned KOR beta-arrestin-1 0.1%, GPR55 beta-arrestin -0.1%, NOD1 NF-kB reporter -21%, GPR55 LPI antagonism 8%, HIV fusion peptide 2.7%, Myeloid diff MLP inactive, GPR35 arrestin U2OS -19%, HEK293 NOD2/NF-kB -2%, KOR beta-arrestin-2 -7% and Myeloid diff MLP GFP+ MAC1+ % 0.7.
For COc1ccc(-c2c(C)nn3c(N4CCC5(CC4)OCCO5)cc(C)nc23)cc1OC the results were KOR beta-arrestin-1 -1.6%, GPR55 beta-arrestin 0.3%, NOD1 NF-kB reporter -19%, GPR55 LPI antagonism 12%, HIV fusion peptide -0.4%, Myeloid diff MLP inactive, GPR35 arrestin U2OS 4%, HEK293 NOD2/NF-kB 14%, KOR beta-arrestin-2 -2% and Myeloid diff MLP GFP+ MAC1+ % 0.4.
For CC(C)N(C(=O)CSc1nc2ccccc2n1Cc1ccccc1)C(C)C the results were KOR beta-arrestin-1 -3.6%, GPR55 beta-arrestin -0.2%, NOD1 NF-kB reporter -12%, GPR55 LPI antagonism 2%, HIV fusion peptide 0.3%, Myeloid diff MLP inactive, GPR35 arrestin U2OS -4%, HEK293 NOD2/NF-kB 11%, KOR beta-arrestin-2 10% and Myeloid diff MLP GFP+ MAC1+ % 1.0.
Screening O=S(=O)(Nc1ccccc1O)c1cccc2cccnc12 returned KOR beta-arrestin-1 -1.8%, GPR55 beta-arrestin 0.1%, NOD1 NF-kB reporter 16%, GPR55 LPI antagonism 3%, HIV fusion peptide -0.5%, Myeloid diff MLP inactive, GPR35 arrestin U2OS 13%, HEK293 NOD2/NF-kB 13%, KOR beta-arrestin-2 9% and Myeloid diff MLP GFP+ MAC1+ % 0.1.
CN(C)CCNc1ncnc2sc(-c3ccccc3)cc12 was read as KOR beta-arrestin-1 1.6%, GPR55 beta-arrestin -0.1%, NOD1 NF-kB reporter -2%, GPR55 LPI antagonism 4%, HIV fusion peptide -1.3%, Myeloid diff MLP inactive, GPR35 arrestin U2OS -1%, HEK293 NOD2/NF-kB -7%, KOR beta-arrestin-2 3% and Myeloid diff MLP GFP+ MAC1+ % 0.0.
Screening Cc1cc(C(=O)Nc2nc3c(s2)CCCC3)cs1 returned KOR beta-arrestin-1 4.6%, GPR55 beta-arrestin 0.2%, NOD1 NF-kB reporter -35%, GPR55 LPI antagonism -5%, HIV fusion peptide -1.1%, Myeloid diff MLP inactive, GPR35 arrestin U2OS -3%, HEK293 NOD2/NF-kB -147%, KOR beta-arrestin-2 7% and Myeloid diff MLP GFP+ MAC1+ % 2.8.
Screening O=C(N/N=C/c1ccc(N2CCOCC2)o1)c1cccc(C(F)(F)F)c1 returned KOR beta-arrestin-1 -3.8%, GPR55 beta-arrestin -0.2%, NOD1 NF-kB reporter -21%, GPR55 LPI antagonism 6%, HIV fusion peptide 18%, Myeloid diff MLP inactive, GPR35 arrestin U2OS 1%, HEK293 NOD2/NF-kB 9%, KOR beta-arrestin-2 12% and Myeloid diff MLP GFP+ MAC1+ % 1.2.
`CN(c1ccccc1)S(=O)(=O)c1nnc(NC(=O)c2ccco2)s1` gave KOR beta-arrestin-1 1.2%, GPR55 beta-arrestin 0.0%, NOD1 NF-kB reporter -15%, GPR55 LPI antagonism 22%, HIV fusion peptide 4.5%, Myeloid diff MLP inactive, GPR35 arrestin U2OS -8%, HEK293 NOD2/NF-kB -2%, KOR beta-arrestin-2 -16% and Myeloid diff MLP GFP+ MAC1+ % 0.7.
Screening COc1ccc(NCCc2ccccn2)cc1 returned KOR beta-arrestin-1 1.1%, GPR55 beta-arrestin 0.2%, NOD1 NF-kB reporter -41%, GPR55 LPI antagonism -8%, HIV fusion peptide -1.7%, Myeloid diff MLP inactive, GPR35 arrestin U2OS -1%, HEK293 NOD2/NF-kB -17%, KOR beta-arrestin-2 -17% and Myeloid diff MLP GFP+ MAC1+ % 0.7.
`C(=C\c1cc(/C=C/c2ccccc2)ncn1)/c1ccccc1` gave KOR beta-arrestin-1 3.6%, GPR55 beta-arrestin -0.2%, NOD1 NF-kB reporter -17%, GPR55 LPI antagonism 9%, HIV fusion peptide -0.8%, Myeloid diff MLP inactive, GPR35 arrestin U2OS 2%, HEK293 NOD2/NF-kB -62%, KOR beta-arrestin-2 2% and Myeloid diff MLP GFP+ MAC1+ % 1.5.
COc1ccc(NC(=O)N2CCC(Cc3ccccc3)CC2)cc1 was read as KOR beta-arrestin-1 1.9%, GPR55 beta-arrestin -0.1%, NOD1 NF-kB reporter -31%, GPR55 LPI antagonism -1%, HIV fusion peptide -1.2%, Myeloid diff MLP inactive, GPR35 arrestin U2OS -4%, HEK293 NOD2/NF-kB -14%, KOR beta-arrestin-2 -22%[20 µM] and Myeloid diff MLP GFP+ MAC1+ % 0.4.
Screening COc1ccc(C(C(=O)NCc2ccccc2)N(C(=O)c2snc(C(N)=O)c2N)c2ccccc2OC)cc1 (stereo unspecified) returned KOR beta-arrestin-1 3.4%, GPR55 beta-arrestin 0.3%, NOD1 NF-kB reporter -10%, GPR55 LPI antagonism 0%, HIV fusion peptide 1.4%, Myeloid diff MLP inactive, GPR35 arrestin U2OS -2%, HEK293 NOD2/NF-kB -14%, KOR beta-arrestin-2 7% and Myeloid diff MLP GFP+ MAC1+ % 0.5.
`CCCN1CCc2c(sc(NC(=O)c3ccc(S(=O)(=O)N(C)c4ccccc4)cc3)c2C(N)=O)C1` gave KOR beta-arrestin-1 -1.5%, GPR55 beta-arrestin 0.2%, NOD1 NF-kB reporter -22%, GPR55 LPI antagonism 15%, HIV fusion peptide 5.4%, Myeloid diff MLP active, GPR35 arrestin U2OS -3%, HEK293 NOD2/NF-kB 16%, KOR beta-arrestin-2 -8% and Myeloid diff MLP GFP+ MAC1+ % 3.6*.
`Cn1c(SCC(=O)Nc2ccc3[nH]c(=O)[nH]c3c2)nnc1-c1ccccc1` gave KOR beta-arrestin-1 -0.8%, GPR55 beta-arrestin 0.0%, NOD1 NF-kB reporter -22%, GPR55 LPI antagonism 14%, HIV fusion peptide -0.4%, Myeloid diff MLP inactive, GPR35 arrestin U2OS -1%, HEK293 NOD2/NF-kB -2%, KOR beta-arrestin-2 -2% and Myeloid diff MLP GFP+ MAC1+ % 1.4.
`CC(C)(C)OC(=O)N1CCC(c2cc(=O)n3[nH]cc(C(=O)NC4CCCC4)c3n2)CC1` gave KOR beta-arrestin-1 -5.1%, GPR55 beta-arrestin -0.1%, NOD1 NF-kB reporter -11%, GPR55 LPI antagonism 3%, HIV fusion peptide 0.0%, Myeloid diff MLP inactive, GPR35 arrestin U2OS -1%, HEK293 NOD2/NF-kB 11%, KOR beta-arrestin-2 -6% and Myeloid diff MLP GFP+ MAC1+ % 2.9.
`Cc1cc(Cl)c(S(=O)(=O)N2CCCCCC2)cc1OCC(N)=O` gave KOR beta-arrestin-1 -3.9%, GPR55 beta-arrestin 0.0%, NOD1 NF-kB reporter 18%, GPR55 LPI antagonism 5%, HIV fusion peptide -1.0%, Myeloid diff MLP inactive, GPR35 arrestin U2OS 1%, HEK293 NOD2/NF-kB 11%, KOR beta-arrestin-2 -43% and Myeloid diff MLP GFP+ MAC1+ % 0.7.
For Cc1ccccc1OCC(=O)O/N=C(\N)c1ccncc1 the results were KOR beta-arrestin-1 4.5%, GPR55 beta-arrestin -0.2%, NOD1 NF-kB reporter -20%, GPR55 LPI antagonism 7%, HIV fusion peptide -0.1%, Myeloid diff MLP inactive, GPR35 arrestin U2OS -6%, HEK293 NOD2/NF-kB -57%, KOR beta-arrestin-2 -17% and Myeloid diff MLP GFP+ MAC1+ % 0.5.
Screening Cc1csc2nc(CSc3nc4ccccc4o3)c(Br)n12 returned KOR beta-arrestin-1 1.4%, GPR55 beta-arrestin -0.1%, NOD1 NF-kB reporter 6%, GPR55 LPI antagonism 11%, HIV fusion peptide -3.0%, Myeloid diff MLP inactive, GPR35 arrestin U2OS 1%, HEK293 NOD2/NF-kB -70%, KOR beta-arrestin-2 -10% and Myeloid diff MLP GFP+ MAC1+ % 0.9.
CCN(CC)CCNCC1C(=O)O[C@@H]2C[C@@]3(C)CCC[C@H](C)C3=C[C@H]12 (stereo partly specified) was read as KOR beta-arrestin-1 -1.6%, GPR55 beta-arrestin -0.1%, NOD1 NF-kB reporter -11%, GPR55 LPI antagonism 9%, HIV fusion peptide -0.2%, GPR35 arrestin U2OS 17%, HEK293 NOD2/NF-kB 5% and KOR beta-arrestin-2 22%.
Screening CC1CCC2(CC1)NC(=O)N(CC(=O)c1ccc3c(c1)OCO3)C2=O (stereo unspecified) returned KOR beta-arrestin-1 3.6%, GPR55 beta-arrestin -0.1%, NOD1 NF-kB reporter -23%, GPR55 LPI antagonism 14%, HIV fusion peptide 1.1%, Myeloid diff MLP inactive, GPR35 arrestin U2OS -1%, HEK293 NOD2/NF-kB 9%, KOR beta-arrestin-2 -16% and Myeloid diff MLP GFP+ MAC1+ % 1.8.
For COc1cccc(/C=N/Nc2ccc([N+](=O)[O-])cc2)c1O the results were KOR beta-arrestin-1 -0.9%, GPR55 beta-arrestin -0.1%, NOD1 NF-kB reporter -3%, GPR55 LPI antagonism 1%, HIV fusion peptide -6.3%, Myeloid diff MLP inactive, GPR35 arrestin U2OS 16%, HEK293 NOD2/NF-kB -64%, KOR beta-arrestin-2 -1% and Myeloid diff MLP GFP+ MAC1+ % 0.4.
O=C(Cn1ncc2c1-c1ccccc1OC2)Nc1cccc(Cl)c1 was read as KOR beta-arrestin-1 -3.0%, GPR55 beta-arrestin -0.1%, NOD1 NF-kB reporter -6%, GPR55 LPI antagonism -11%, HIV fusion peptide -1.4%, Myeloid diff MLP inactive, GPR35 arrestin U2OS 13%, HEK293 NOD2/NF-kB -3%, KOR beta-arrestin-2 7% and Myeloid diff MLP GFP+ MAC1+ % 1.7.
